Source: PubChem BioAssay (National Center for Advancing Translational Sciences (NCATS))
KDM5B inhibitor – blocks human KDM5B histone demethylase activity. Q9UGL1. KDM5B demethylase, FDH-coupled NADH fluorescence (FDH is formaldehyde dehydrogenase). Potency, µM (titrated, usually from 57.7 µM), for the others: at the highest dose activity change, negative = inhibition, hits mostly inhibitors. 2.6% of 220,000 active; active means well fitted inhibition curve with a large enough effect; inconclusive means small, poorly fitted or top-dose-only effect; inactive means no such curve, though single readings can be large or run the other way; further: 0% is about no effect; nearly all actives have a fitted effect of over 70% in size
Target sequence (Q9UGL1 whole entry, looked up): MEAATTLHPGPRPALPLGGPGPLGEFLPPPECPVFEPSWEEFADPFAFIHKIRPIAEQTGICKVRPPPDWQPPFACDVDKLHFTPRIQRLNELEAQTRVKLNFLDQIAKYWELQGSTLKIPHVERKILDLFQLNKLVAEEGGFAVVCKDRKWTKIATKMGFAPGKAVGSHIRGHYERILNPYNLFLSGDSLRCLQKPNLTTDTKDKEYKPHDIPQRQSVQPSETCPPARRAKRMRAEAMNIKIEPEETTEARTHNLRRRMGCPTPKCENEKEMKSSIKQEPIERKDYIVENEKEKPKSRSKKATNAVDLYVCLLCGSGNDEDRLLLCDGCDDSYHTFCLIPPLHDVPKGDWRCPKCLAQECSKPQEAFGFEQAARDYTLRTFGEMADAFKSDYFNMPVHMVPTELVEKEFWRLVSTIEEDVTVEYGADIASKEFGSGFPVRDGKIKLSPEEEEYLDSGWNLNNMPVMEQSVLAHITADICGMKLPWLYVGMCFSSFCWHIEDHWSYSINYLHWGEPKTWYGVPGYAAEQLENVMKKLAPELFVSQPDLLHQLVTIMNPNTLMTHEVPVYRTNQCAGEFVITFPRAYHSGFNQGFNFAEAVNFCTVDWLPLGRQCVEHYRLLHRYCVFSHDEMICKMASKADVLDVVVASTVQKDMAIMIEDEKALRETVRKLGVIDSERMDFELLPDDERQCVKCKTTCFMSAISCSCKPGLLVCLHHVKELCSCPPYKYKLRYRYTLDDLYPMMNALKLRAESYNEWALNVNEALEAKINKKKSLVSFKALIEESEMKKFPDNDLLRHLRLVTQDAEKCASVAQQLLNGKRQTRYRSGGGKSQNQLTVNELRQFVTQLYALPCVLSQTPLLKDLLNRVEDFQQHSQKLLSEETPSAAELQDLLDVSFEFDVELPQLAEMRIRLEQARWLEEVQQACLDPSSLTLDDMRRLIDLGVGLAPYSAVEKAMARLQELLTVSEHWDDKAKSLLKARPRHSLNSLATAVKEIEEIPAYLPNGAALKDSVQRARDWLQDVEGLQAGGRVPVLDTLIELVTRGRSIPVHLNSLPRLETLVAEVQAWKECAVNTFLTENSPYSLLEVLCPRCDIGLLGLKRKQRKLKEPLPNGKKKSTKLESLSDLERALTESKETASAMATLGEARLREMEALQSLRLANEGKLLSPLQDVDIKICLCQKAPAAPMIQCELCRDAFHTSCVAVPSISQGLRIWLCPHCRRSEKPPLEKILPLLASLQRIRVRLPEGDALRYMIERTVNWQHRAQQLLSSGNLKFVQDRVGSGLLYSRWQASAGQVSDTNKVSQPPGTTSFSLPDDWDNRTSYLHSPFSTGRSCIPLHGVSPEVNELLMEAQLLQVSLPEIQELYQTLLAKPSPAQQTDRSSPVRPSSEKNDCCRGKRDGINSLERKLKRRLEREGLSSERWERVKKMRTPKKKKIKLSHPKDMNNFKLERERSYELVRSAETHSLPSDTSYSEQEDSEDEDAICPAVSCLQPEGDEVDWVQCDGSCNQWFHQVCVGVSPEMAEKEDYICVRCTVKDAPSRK
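qHTS format, multiple compound concentrations. Buffer 50 mM HEPES pH 7.5/0.01% Tween-20; 200 nM KDM5BΔAP final; 10 min compound preincubation; substrate-mix levels 12.5 µM peptide, 25 µM α-KG, 0.25 mM NAD⁺; 30 min RT; ΔRFU.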
Starred values were filed as active, the others as inactive; ? = inconclusive; & = joins results of further samples; [ ] = dose if it differs, or a comment. Potency means the concentration at half of the fitted maximal effect. Not all compounds are listed, so the mix of outcomes need not match the whole.

no.	KDM5B inhibitor	SMILES
1	?	Cn1nc(C(=O)NCc2ccc(Cl)cc2)c2c1-c1ccccc1SC2
2	-9%	COc1ccccc1CSc1nc2ccccc2s1
3	?	Cc1c(CC(=O)N2CCOCC2)c2c(n1Cc1ccc(F)cc1)CCCC2=O
4	?	CC(OC(=O)c1cc(=O)[nH]c2ccccc12)C(=O)N1CCCCCC1 (stereo unspecified)
5	-1%	Cc1nnsc1C(=O)N1CCN(c2ccc(C#N)cn2)CC1
6	5%	O=C(NC1C[C@H]2CC[C@@H](C1)N2C(=O)c1ccc(C(F)(F)F)cc1)c1ccncc1 (stereo partly specified)
7	?	Cc1cc(NC(=O)c2ccc3c(c2)N(C)C2CCCCCN2C3=O)ccc1F (stereo unspecified)
8	13%	Cc1cc(S(=O)(=O)Nc2cc3c(cc2N2CCOCC2)n(C)c(=O)n3C)ccc1F

Further entries
no.	KDM5B inhibitor	SMILES
9	8%	Cc1cc2nc3n(c(=O)c2n1CC(=O)NCc1ccccc1F)CCCCC3
10	?	CCOc1cccc(-c2nc(C(=O)Nc3ccc(F)cc3)cs2)c1
11	?	COc1ccc(C(=O)NCc2nnc3ccc(-c4ccccc4)nn23)c(C)c1
12	11%	C[C@@H](O)CNC(=O)c1nc(-c2ccc3[nH]ccc3c2)no1
13	-2%	Cn1cnc(S(=O)(=O)N2CCC(C(=O)N3CCN(c4ccccc4F)CC3)CC2)c1
14	-17%	CCN1CCN(C(=O)CCC2CCN(S(=O)(=O)c3ccccc3)CC2)CC1
15	-26%	Cc1ccc(NC(=O)Nc2ccc(C)n(CC(=O)NC(C)(C)C)c2=O)cc1
16	-5%	CCN(CC)S(=O)(=O)c1ccc(N2CCCC2)c(NS(=O)(=O)c2ccc(C)cc2)c1

(list continues)
no.	KDM5B inhibitor	SMILES
17	-11%	COc1cc(C#N)ccc1OCc1ccccc1Cl
18	12%	O=C(NC1CCCCCCC1)C1CCN(Cc2nc(-c3ccccc3)no2)CC1
19	-4%	CC(C)CN1CCOC(CNC(=O)N2CCN(S(=O)(=O)c3ccc4c(c3)CCCC4)CC2)C1 (stereo unspecified)
20	-12%	CC(=O)c1ccc(S(=O)(=O)NC2CC2)cc1
21	-17%&10%	C[C@]12CCC(=O)C=C1CC[C@@H]1[C@@H]2CC[C@@]2(C)[C@H]1CC[C@@]21CCC(=O)O1
22	-3%	COCCCNC(=O)C1CC(=O)N(c2n[nH]c3cc(Br)ccc23)C1 (stereo unspecified)
23	7%	Cn1cc(CCC(=O)N2CCN(Cc3ccccc3)CC(O)C2)cn1 (stereo unspecified)
24	-10%	CC(=O)Nc1ccc(CN2Cc3[nH]cnc3C[C@H]2C(=O)NCc2ccc(C(F)(F)F)cc2)cc1

The list goes on:
no.	KDM5B inhibitor	SMILES
25	2%	CCOC(=O)c1cc(CC)sc1NC(=O)COc1ccccc1C
26	-27%	COc1ccc(CCNC(=O)c2cnc3ccc(C)cn3c2=O)cc1OC
27	?	O=C(N/N=C/c1ccsc1)c1cccc(C(F)(F)F)c1
28	-1%	COc1cc(Cl)ccc1C(=O)N1CCC2(CC1)CC(O)CCO2 (stereo unspecified)
29	13%	O=C(C1CCCCn2nnnc21)N1CCc2nc(-c3cccnc3)[nH]c2C1 (stereo unspecified)
30	-11%	CC(C)CCN1CCc2[nH]nc(C(=O)N(C)Cc3cccnc3)c2C1
31	14µM*	O=Cc1ccc(-c2ccc(O)cc2)cc1
32	15%	Cc1c(NC(=O)C2CCN(S(=O)(=O)Cc3ccccc3F)CC2)c(=O)n(-c2ccccc2)n1C

Reformatted as a markdown table: part of the list above
| entry | mol | KDM5B inhibitor |
| --- | --- | --- |
| 29 | O=C(C1CCCCn2nnnc21)N1CCc2nc(-c3cccnc3)[nH]c2C1 (stereo unspecified) | 13% |
| 32 | Cc1c(NC(=O)C2CCN(S(=O)(=O)Cc3ccccc3F)CC2)c(=O)n(-c2ccccc2)n1C | 15% |
| 25 | CCOC(=O)c1cc(CC)sc1NC(=O)COc1ccccc1C | 2% |
| 26 | COc1ccc(CCNC(=O)c2cnc3ccc(C)cn3c2=O)cc1OC | -27% |

(next part)
no.	KDM5B inhibitor	SMILES
33	8%	O=C(CCc1nnc2ccc(N3CCCCC3)nn12)N1CCCC1
34	?	N#CC(c1nc2ccccc2nc1NC1CCCC1)S(=O)(=O)c1ccc(F)cc1 (stereo unspecified)
35	?	Cn1cc(-c2cnc3[nH]cc(CC(=O)Nc4cccc(OC(F)(F)F)c4)c3c2)cn1
36	-15%	Cc1nc2cc(NS(=O)(=O)c3cc(Cl)cc(Cl)c3)ccc2o1
37	?	Cc1cccc(N2CCN(C(=O)Cn3c(-c4cccs4)cc4ccccc43)CC2)c1C
38	0%	O=C(NC(NC(=O)c1cccc(Cl)c1)c1ccccc1)c1cccc(Cl)c1
39	-13%	O=C(c1cc(C2=NNC(=Nc3ccc(Cl)cc3)SC2)c[nH]1)N1CCCC1
40	?	CCc1cccc(-n2c(=O)c3cccnc3n2CC(=O)Nc2ccc(OC)c(Cl)c2)c1

(further entries)
no.	KDM5B inhibitor	SMILES
41	14%	O=C(NCCC1=CCCCC1)c1cn(CCCc2ccccc2)nn1
42	28%	COc1cccc(C(=O)N2CCC(N3C(=O)CCC3C(=O)NCc3ccccc3)CC2)c1 (stereo unspecified)
43	-5%	Cc1oc(-c2ccc(OC(C)C)cc2)nc1Cn1nnc(C(=O)NCc2ccc(Cl)cc2)c1N
44	12%	CC(C)NC(=O)C1Cn2cccc2C(=O)N1Cc1ccccc1 (stereo unspecified)
45	-7%	COc1ccc(OC)c(C2CC(=O)c3c([nH]c(C(=O)OC4CCC(C)CC4)c3C)C2)c1 (stereo unspecified)
46	?	CCC(=O)N1C[C@@H]2CCCN3CCC[C@@H]([C@H]23)[C@H]1CCCC(=O)Nc1ccccc1
47	3%	CN1C(=O)c2ccccc2C(O)c2ccccc21 (stereo unspecified)
48	496%[activator][86.2 µM]	CC(=O)Nc1ccc(NC[C@@H]2C=C(C)[C@H](Cc3nnc(C)o3)C[C@H]2C(C)C)cn1

Next section
no.	KDM5B inhibitor	SMILES
49	24%	CCCCCSc1nc2c(cnn2-c2ccc(F)cc2)c(=O)[nH]1
50	-9%	Cc1cc(C)cc(NC(=O)N2CCC(N3CCN(Cc4ccccc4)C(=O)C3=O)CC2)c1
51	22%	O=C(Nc1ccccn1)c1ccc(Br)c(S(=O)(=O)N2CCCC2)c1
52	-14%	O=C(Nc1ccccc1)N1CCCCC1c1nc(-c2cnccn2)n[nH]1 (stereo unspecified)
53	2%	COc1cccc(-c2ccc(=O)n(CC(=O)N3CCc4cc(OC)c(OC)cc4C3)n2)c1
54	21%	CCOc1ccc(NC(=O)C2CC(=O)Nc3c(-c4ccc(F)cc4)cnn32)cc1 (stereo unspecified)
55	-17%	O=C(Nc1ccc(F)cc1)[C@@H]1C[C@@H](c2cccc(C(F)(F)F)c2)N(CC2CCOCC2)C1
56	26%	COCCc1nncn1C1CCN(C(=O)c2ccc(F)c(Cl)c2)CC1

Next part
no.	KDM5B inhibitor	SMILES
57	23%	Cc1noc(C)c1COc1ccc(C(=O)NCCOc2ccccc2)cc1
58	-15%	CC(=O)OCC1OC(Oc2ccc(C(=O)Cc3ccc4c(c3)OCCO4)c(O)c2)C(OC(C)=O)C(OC(C)=O)C1OC(C)=O (stereo unspecified)
59	-1%	COc1ccc(NC(=O)Cn2c(-c3ccc(F)cc3)cc(C(C)=O)c2C)c(OC)c1
60	?	CC(=O)NC1(C)CCCN(Cc2cc(-c3cccc(N(C)C)c3)cs2)C1 (stereo unspecified)
61	-20%	O=C(NCc1ccc(Cl)cc1)C(=O)NCC(c1ccc2c(c1)OCO2)N1CCOCC1 (stereo unspecified)
62	16%	CCc1cccc(NCc2ccccc2-c2nnc(-c3ccccc3Cl)o2)c1
63	?	COc1ccc(OCCn2nnc3sc4c(c3c2=O)CCC(C(C)(C)C)C4)cc1 (stereo unspecified)
64	-2%	O=C(NCC1CN([S+](=O)([O-])c2cccnc2)CC12CN(c1ccccc1)C2)Nc1ccccc1 (stereo unspecified)

(list continues)
no.	KDM5B inhibitor	SMILES
65	14µM*	Cc1ccccc1S(=O)(=O)N1CCCC(CCC(=O)NC2CC2)C1 (stereo unspecified)
66	20%	Cc1nn(C)c(Cl)c1C=O
67	-9%	COc1ccc(NC(=O)CC2CCOCC2)cc1
68	15%	NC1CCN(CCCc2ccccc2)CC1
69	35%[activator]	COc1c2occc2c(OC(C)=O)c2c(=O)cc(C)oc12
70	2%	COc1ccc(C2=[N+]([O-])C(C)(c3ccccc3)N(O)C2C)cc1 (stereo unspecified)
71	-13%	CCCN(Cc1ccccc1)C(=O)c1ccc(NC(C)=O)s1
72	2%[86.2 µM]	CN(C(=O)c1ccccc1)C1CCc2ccccc21 (stereo unspecified)
73	-1%	COc1ccc(-c2cc(N3CCC(NC(=O)c4ccc(C)c(F)c4)CC3)n[nH]2)cc1
74	7%	O=C(NCCc1cccc(F)c1)C1CC=CCC1 (stereo unspecified)

Among those listed so far, these contain sulfur.
no.	KDM5B inhibitor	SMILES
1	?	Cn1nc(C(=O)NCc2ccc(Cl)cc2)c2c1-c1ccccc1SC2
2	-9%	COc1ccccc1CSc1nc2ccccc2s1
5	-1%	Cc1nnsc1C(=O)N1CCN(c2ccc(C#N)cn2)CC1
8	13%	Cc1cc(S(=O)(=O)Nc2cc3c(cc2N2CCOCC2)n(C)c(=O)n3C)ccc1F
10	?	CCOc1cccc(-c2nc(C(=O)Nc3ccc(F)cc3)cs2)c1
13	-2%	Cn1cnc(S(=O)(=O)N2CCC(C(=O)N3CCN(c4ccccc4F)CC3)CC2)c1
14	-17%	CCN1CCN(C(=O)CCC2CCN(S(=O)(=O)c3ccccc3)CC2)CC1
16	-5%	CCN(CC)S(=O)(=O)c1ccc(N2CCCC2)c(NS(=O)(=O)c2ccc(C)cc2)c1
19	-4%	CC(C)CN1CCOC(CNC(=O)N2CCN(S(=O)(=O)c3ccc4c(c3)CCCC4)CC2)C1 (stereo unspecified)
20	-12%	CC(=O)c1ccc(S(=O)(=O)NC2CC2)cc1
25	2%	CCOC(=O)c1cc(CC)sc1NC(=O)COc1ccccc1C
27	?	O=C(N/N=C/c1ccsc1)c1cccc(C(F)(F)F)c1
32	15%	Cc1c(NC(=O)C2CCN(S(=O)(=O)Cc3ccccc3F)CC2)c(=O)n(-c2ccccc2)n1C
34	?	N#CC(c1nc2ccccc2nc1NC1CCCC1)S(=O)(=O)c1ccc(F)cc1 (stereo unspecified)
36	-15%	Cc1nc2cc(NS(=O)(=O)c3cc(Cl)cc(Cl)c3)ccc2o1
37	?	Cc1cccc(N2CCN(C(=O)Cn3c(-c4cccs4)cc4ccccc43)CC2)c1C
39	-13%	O=C(c1cc(C2=NNC(=Nc3ccc(Cl)cc3)SC2)c[nH]1)N1CCCC1
49	24%	CCCCCSc1nc2c(cnn2-c2ccc(F)cc2)c(=O)[nH]1
51	22%	O=C(Nc1ccccn1)c1ccc(Br)c(S(=O)(=O)N2CCCC2)c1
60	?	CC(=O)NC1(C)CCCN(Cc2cc(-c3cccc(N(C)C)c3)cs2)C1 (stereo unspecified)
63	?	COc1ccc(OCCn2nnc3sc4c(c3c2=O)CCC(C(C)(C)C)C4)cc1 (stereo unspecified)
64	-2%	O=C(NCC1CN([S+](=O)([O-])c2cccnc2)CC12CN(c1ccccc1)C2)Nc1ccccc1 (stereo unspecified)
65	14µM*	Cc1ccccc1S(=O)(=O)N1CCCC(CCC(=O)NC2CC2)C1 (stereo unspecified)
71	-13%	CCCN(Cc1ccccc1)C(=O)c1ccc(NC(C)=O)s1
